Bioassay records (PubChem BioAssay)
TNAP activators – human TNAP enzyme activators, primary screen, biochemical, luminescent, no phosphate acceptor, uHTS (AID 1001). purified TNAP, luminescent activation assay, no phosphate acceptor; higher activation fold means a stronger effect. activation fold at 20 µM, or EC50 in µM where a hit was titrated. hit rate 0.03% among 200,000; in the data active means activation fold from about 3, or a potency from the dose series; inactive means the rest, 99 in 100 with activation fold below about 1.6; further: many of its hits are not listed in these tables
PMI inhibition – human PMI inhibitors, high substrate, primary screen, biochemical, fluorescence intensity, high mannose 6-phosphate (AID 1220). inhibition, % at 20 µM; hits with a dose series show IC50 in µM. Mannose-6-phosphate isomerase (Homo sapiens). recombinant PMI enzyme, coupled fluorescence intensity; higher % means a stronger effect. hit rate 0.66% among 190,000
CSM14.1 death rescue – rescue of cells from ER stress-induced death, primary screen, 384-well, CSM14.1, thapsigargin, ATP luminescence (AID 1222); CSM14.1 thapsigargin-induced death rescue, ATP luminescence; higher % means a stronger effect; one-dose cellular ATP content (survival), % at 20 µM; EC50 in µM for titrated hits; 190,000 tested, under 10 active;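 active means EC50 below 50 µM in the dose-response confirmation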;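 further: death triggered by thapsigargin at about 15 µM added after 2 h compound pretreatment; cell ATP read after overnight thapsigargin exposure of roughly 18 to 22 hours; normalized against plate controls of thapsigargin alone and 5% DMSO vehicle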
PhoP inhibition – inhibitors of PhoP regulon expression, primary screen, Salmonella Typhimurium, GFP reporter (AID 1863); hit rate 0.16% among 300,000; S. Typhimurium PhoP-regulated promoter GFP reporter, 4 h; higher % means a stronger effect; one-dose inhibition, % at 50 µM; IC50 in µM for titrated hits;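 active means inhibition over 29.93%, a cutoff 3 SD above the screen mean, later confirmed by dose response; inconclusive means inhibition over 29.93% but no dose response follow-up; inactive means inhibition at most 29.93% or unconfirmed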;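 further: 0% = low Mg2+ inducing control and 100% = high Mg2+ repressing control; strong numbers were not always called active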
Ins promoter up – insulin promoter activators in MIN6 cells, imaging, high-content screening, mouse beta cells. MIN6 insulin promoter-GFP reporter; active compounds read high. z-score at 5 µM. hit rate 0.3% among 190,000;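 active means z-score above 3 at 5 µM with at least 500 cells counted in the well; inconclusive means wells under 500 cells, flagged as cytotoxic or low count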
Large T inhibition – SV40 large T antigen inhibitors, biochemical (AID 1903) | SV40 large T antigen ATPase/helicase inhibition assay; higher % means a stronger effect | inhibition, % at 20 µM; hits with a dose series show IC50 in µM | hit rate 0.39% among 310,000; in the data active means a potency from the dose series; inconclusive means inhibition mostly from about 32% at the one dose, without a potency; inactive means the rest, 99 in 100 with inhibition below about 32%; further: strong numbers were not always called active
RSV CPE inhibition – RSV antiviral activity via CPE protection, HEp-2 cells, primary 10 µM value included (AID 2391). HEp-2 cells, RSV-induced CPE inhibition; higher % means a stronger effect. one-dose CPE inhibition, % at 10 µM; IC50 in µM for titrated hits. hit rate 0.13% among 310,000; in the data active means a potency from the dose series; inconclusive means CPE inhibition mostly from about 23% at the one dose, without a potency; inactive means the rest, 99 in 100 with CPE inhibition below about 21%; further: strong numbers were not always called active
West Nile antiviral – West Nile virus antiviral activity, cell-based, CPE readout (AID 1621) | West Nile virus-infected cells, CPE inhibition; higher % means a stronger effect | CPE inhibition, % at 10 µM, or IC50 in µM where a hit was titrated | hit rate 0.02% among 290,000; in the data active means a potency from the dose series; inconclusive means CPE inhibition mostly from about 3.7% at the one dose, without a potency; inactive means the rest, 99 in 100 with CPE inhibition below about 2.2%; further: strong numbers were not always called active
human PMI inhibition – inhibitors of human PMI, primary screen, biochemical, fluorescence intensity, coupled assay (AID 1209); purified PMI enzyme, coupled fluorescence intensity; higher % means a stronger effect; hit rate 0.42% among 190,000; inhibition, % at 20 µM, or IC50 in µM where a hit was titrated;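 further: plate controls were DMSO vehicle for no effect and wells lacking substrate for full effect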
Ins promoter up cell count – second read-out of Ins promoter up, no call of its own (marks repeat the call); cell count; measured here: cytotoxicity, nuclei count;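 total cells summed across four imaged fields per well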
* hit, by the source's call; ? = inconclusive; . = no result given. Unless noted, no stated cut-off is given here; in the data, active means inhibition above about 50%; inactive means the rest.

SMILES | TNAP activators | PMI inhibition | CSM14.1 death rescue | PhoP inhibition | Ins promoter up | Ins promoter up cell count | Large T inhibition | RSV CPE inhibition | West Nile antiviral | human PMI inhibition
Cc1cccc(OCc2nnc(SCC(=O)Nc3cccc(C(=O)N4CCOCC4)c3)n2C)c1 | 1.1 | -2% | -0.4% | -6% | -0.33 | 1225 | 2% | 1.7% | 0.3% | -2%
COc1ccc(CC(=O)NNC(=O)CSc2nnc(Cc3ccc(OC)cc3)n2-c2ccccc2)cc1 | 2.6 | 4% | -3.0% | -9% | . | . | 17% | 0.4% | 0.1% | 0%
CC(C)(C)c1ccc(-n2ncc3c2CCCC3NC(=O)c2csnn2)cc1 (centres undefined) | . | . | . | -6% | . | . | 1% | 0.8% | -0.7% | .
Cc1ccc(Cn2c(SCC(=O)NCC3CCCO3)nc3ccsc3c2=O)cc1 (centres undefined) | 1.1 | 11% | -4.7% | -10% | 0.53 | 1218 | 22% | 4.4% | -1.5% | 12%
CCOC(=O)c1cc(C)sc1NC(=O)C(c1ccccc1)c1ccccc1 | 1 | 6% | 1.5% | 6% | 0.28 | 1062 | 5% | 7.9% | -1.1% | 3%
O=C(O)CNC(=O)CCN1C(=O)c2ccccc2C1=O | 1.1 | -4% | -1.4% | 8% | -0.08 | 817 | -2% | 2.1% | 0.1% | 3%
CCOc1ccc(NC(=O)CN2CCN(CC(=O)Nc3ccc(Cl)c(C(F)(F)F)c3)CC2)cc1 | 1.1 | -1% | -0.7% | 11% | -1.9 | 637 | -9% | -2.2% | ? | 6%
C[C@@H]1C[C@H]2[C@@H]3CCC4=CC(=O)C=C[C@]4(C)[C@@]3(F)[C@@H](O)C[C@]2(C)[C@@]1(O)C(=O)COP(=O)(O)O | 1.1 | -2% | -1.2% | 3% | . | . | 6% | -3.0% | 0.4% | 2%
CC(C)CS(=O)(=O)C1=NN2C(=N)/C(=C\c3ccc(OC(=O)c4ccco4)cc3)C(=O)N=C2S1 | . | . | . | -5% | . | . | 38% | 0.5% | 1.2% | .
Cc1cccn(Cc2c(F)cccc2Cl)c1=O | . | . | . | 0% | 0.37 | 1100 | 5% | 0.7% | -0.2% | .
O=C(CSc1nnc(-c2ccc(F)cc2)c2ccccc12)NCC1CCCO1 (centres undefined) | 1.1 | -2% | 2.8% | 3% | -0.17 | 1331 | 10% | 0.9% | -0.8% | -5%
CCOc1ccc(S(=O)(=O)NCCCl)cc1 | 1.1 | 1% | 1.8% | -2% | -0.06 | 1414 | 2% | 1.8% | -1.2% | -1%
N#CC1=C(N)C(C#N)(C#N)[C@H](c2cccnc2)[C@H]2CN(C(=O)OCc3ccccc3)CC=C12 | 1 | 9% | -2.8% | 0% | -0.21 | 1090 | 19% | ? | -0.9% | 0%
COc1ccccc1NC(=S)NC(=O)C(C)(C)C | 0.9 | -5% | -2.0% | 38% | 0.45 | 1426 | 6% | 1.0% | -0.2% | -1%
CN(C)CCNC(=O)c1c(NC(=O)c2ccccc2)sc2c1CCCC2 | . | . | . | 3% | . | . | 14% | 0.0% | 2.5% | .

4 compounds picked at random from those above, as already listed:
SMILES | TNAP activators | PMI inhibition | CSM14.1 death rescue | PhoP inhibition | Ins promoter up | Ins promoter up cell count | Large T inhibition | RSV CPE inhibition | West Nile antiviral | human PMI inhibition
COc1ccccc1NC(=S)NC(=O)C(C)(C)C | 0.9 | -5% | -2.0% | 38% | 0.45 | 1426 | 6% | 1.0% | -0.2% | -1%
COc1ccc(CC(=O)NNC(=O)CSc2nnc(Cc3ccc(OC)cc3)n2-c2ccccc2)cc1 | 2.6 | 4% | -3.0% | -9% | . | . | 17% | 0.4% | 0.1% | 0%
Cc1cccc(OCc2nnc(SCC(=O)Nc3cccc(C(=O)N4CCOCC4)c3)n2C)c1 | 1.1 | -2% | -0.4% | -6% | -0.33 | 1225 | 2% | 1.7% | 0.3% | -2%
CCOc1ccc(S(=O)(=O)NCCCl)cc1 | 1.1 | 1% | 1.8% | -2% | -0.06 | 1414 | 2% | 1.8% | -1.2% | -1%

Taken from the results shown, two compounds:
SMILES | TNAP activators | PMI inhibition | CSM14.1 death rescue | PhoP inhibition | Ins promoter up | Ins promoter up cell count | Large T inhibition | RSV CPE inhibition | West Nile antiviral | human PMI inhibition
Cc1ccc(Cn2c(SCC(=O)NCC3CCCO3)nc3ccsc3c2=O)cc1 (centres undefined) | 1.1 | 11% | -4.7% | -10% | 0.53 | 1218 | 22% | 4.4% | -1.5% | 12%
CCOC(=O)c1cc(C)sc1NC(=O)C(c1ccccc1)c1ccccc1 | 1 | 6% | 1.5% | 6% | 0.28 | 1062 | 5% | 7.9% | -1.1% | 3%

Other records
SMILES | TNAP activators | PMI inhibition | CSM14.1 death rescue | PhoP inhibition | Ins promoter up | Ins promoter up cell count | Large T inhibition | RSV CPE inhibition | West Nile antiviral | human PMI inhibition
Cc1nc(Nc2cccc(C(C)O)c2)c2nnn(Cc3ccccc3F)c2n1 (centres undefined) | 1.1 | 5% | 1.3% | 2% | -0.32 | 1307 | 0% | ? | -0.9% | 8%
CCS(=O)(=O)Nc1cccc(-c2cc(-c3ccccc3)c3cc(C)ccc3n2)c1 | 1 | -1% | -0.2% | 0% | -0.26 | 1340 | 7% | 38% | 2.7% | -1%
CC1(C)CC(=O)C(C=Nc2ccc3cn[nH]c3c2)=C(O)C1 | 0.8 | 29% | 0.5% | 20% | 0.29 | 1145 | 7% | 2.5% | -0.3% | 4%
COc1ccc(NC(=O)CS(=O)CC(=O)Nc2cccc3cccnc23)cc1 (centres undefined) | . | . | . | 7% | . | . | 24% | 1.5% | -0.3% | .
CC(=O)Nc1cccc(-c2cc(-c3c(Cl)cccc3Cl)no2)c1 | . | . | . | 0% | -0.18 | 1152 | 12% | 58% | 0.4% | .
Cc1nc(NC2CCCC2)sc1C(=O)N(C)C | 1.1 | -8% | -1.3% | -9% | . | . | 0% | 4.3% | 0.5% | -4%
COc1cc(NC(=O)c2cccc(Br)c2)nc(OC)n1 | 1 | 7% | -1.2% | -7% | 1.7 | 1415 | 28% | 1.8% | -1.4% | 10%
O=C(O)C1CC=C(Cl)CC1C(=O)NCC1OCCc2ccccc21 (centres undefined) | 1.1 | 2% | -0.8% | -7% | 0.03 | 1423 | 9% | 2.7% | 0.4% | 2%
CC(C)COC(=O)N1CCCC1C(=O)O (centres undefined) | 1.1 | -17% | 3.8% | 7% | 0.2 | 1157 | 12% | 2.1% | 0.0% | -10%
Cc1cc(S(=O)(=O)N2CCOCC2)ccc1F | 1.1 | 11% | -2.6% | 2% | 0.2 | 1320 | -15% | 0.9% | 0.7% | 15%
CCCNC(=O)Cn1cnc2sc(C(=O)Nc3ccc4c(c3)OCO4)c(C)c2c1=O | 1 | -18% | -0.1% | -1% | . | . | -2% | 1.2% | 0.2% | -12%
COCCN1CCN(C(=O)c2ccc3nc(Cc4ccccc4F)oc3c2)CC1 | . | . | . | -4% | . | . | 5% | -0.4% | -0.2% | .
O=C(NCC1CCCO1)C(c1ccco1)N(Cc1ccc(F)cc1)C(=O)CN1C(=O)c2ccccc2S1(=O)=O (centres undefined) | . | . | . | 3% | . | . | 0% | 0.2% | -0.5% | .
O=C(CSc1nc2ncccc2[nH]1)Nc1ccc2c(c1)OCO2 | . | . | . | 0% | 0.27 | 1171 | 7% | 1.2% | 0.7% | .
COCCn1c(Sc2ccccc2)nc2c1c(=O)[nH]c(=O)n2C | 1.1 | -4% | -0.5% | -22% | 1.1 | 1447 | 3% | 2.7% | 0.5% | -4%
O=S(=O)(c1ccccc1)N1CCN(C(=S)Nc2ccccc2)CC1 | . | . | . | 3% | . | . | 6% | 2.2% | -0.6% | .
CC#CCC(CC#CC)c1nc2ccccc2c(=O)n1N | 1 | -10% | 1.9% | -2% | -0.09 | 1244 | 12% | 0.7% | -0.9% | -9%
COc1ccc(OC)c(C2CC(=O)N3CN(c4ccccc4F)CSC3=C2C#N)c1 (centres undefined) | 1 | 17% | -1.2% | 11% | 1.4 | 920 | ? | 2.0% | -0.2% | 57%*
CCCC(=O)N1CCC(CCC(=O)NC2CC2)CC1 | . | . | . | -3% | . | . | 4% | 1.3% | 0.0% | .
O=C(Nc1ccccc1F)C1CCCN(S(=O)(=O)c2cccc3cccnc23)C1 (centres undefined) | 1.1 | 5% | -1.0% | 7% | -1.8 | 929 | 19% | -0.1% | -0.2% | 10%
O=C(CSC(=S)N1CCCCC1)N1N=CCC1c1ccccc1 (centres undefined) | 1 | -6% | -2.4% | -3% | 0.47 | 870 | 2% | 1.1% | 0.6% | -2%
CC(=O)Nc1ccc2oc(-c3ccccc3)nc2c1 | 1 | 1% | -0.8% | 0% | 0.36 | 1320 | 7% | -0.8% | 0.2% | -3%
Oc1c(N=NC(=S)Nc2ccccc2F)c2ccccc2n1Cc1ccc(F)cc1 | 0.9 | -15% | -1.6% | -8% | -2.2 | 1082 | 4% | 0.7% | -1.1% | -1%
Cc1cc(C)cc(NC(=S)N2CCC(c3nc4ccccc4s3)CC2)c1 | 1.1 | 6% | 3.3% | 9% | 0.02 | 1656 | 9% | 0.8% | 0.6% | 5%
CCOC(=O)COc1ccc(/C=C2/SC(=Nc3ccccc3)N(Cc3cccnc3)C2=O)cc1OC | 1.1 | 10% | 6.1% | 3% | -0.51 | 857 | 7% | 1.4% | 0.0% | 18%
O=C(Nc1cccc(F)c1)c1cccc2c1C(=O)N(C1CCCCC1)C2 | . | . | . | -5% | . | . | 9% | 0.7% | -0.3% | .
O=C1SC(SCc2ccccc2Cl)=N/C1=C\c1ccc(C(=O)O)cc1 | 0.8 | 8% | -1.1% | -5% | -0.71 | 1292 | 17% | 0.0% | 1.9% | -3%
COc1ccc([N+](=O)[O-])c(S(=O)(=O)c2ccc(Cl)cc2)n1 | . | . | . | 3% | 0.02 | 1074 | 12% | -2.2% | -0.7% | .
COc1ccc(-n2nc3c(c2NC(C)=O)CS(=O)(=O)C3)cc1 | . | . | . | -6% | . | . | 10% | 2.4% | 0.1% | .
COc1ccccc1-n1c(SCc2cc(=O)oc3cc(O)ccc23)nc2ccccc2c1=O | 1 | 8% | 8.7% | 31% | 0.58 | 1222 | 14% | 21% | -0.3% | 8%
Cc1ccc(C(=O)CSc2nc(N)cc(=O)[nH]2)cc1C | . | . | . | 10% | . | . | 29% | 5.2% | -0.6% | .
COc1ccc(NCC(O)Cn2c(C)c(C)c3ccccc32)cc1 (centres undefined) | 1.1 | 13% | -2.2% | 6% | -0.26 | 1339 | 12% | 17% | -1.6% | 16%
Brc1ccccc1-c1nnc(CSc2nnc3sc4ccccc4n23)o1 | 1 | 1% | -0.4% | -11% | 0.34 | 984 | 12% | 3.2% | 1.3% | -12%
CN(CCCC1CCCC1)C(=O)CC1C(=O)NCCN1Cc1cccc(F)c1F (centres undefined) | . | . | . | -4% | . | . | 8% | 0.5% | -0.4% | .
CN(CCCCCC(=O)/C=N/O)Cc1ccccc1 | 1.1 | -2% | -2.1% | 16% | -0.64 | 1587 | -4% | -0.7% | 0.1% | 4%
